Assay outcomes (PubChem BioAssay)
HBB splicing = qHTS Assay for Modulators of Hemoglobin Beta Chain Splicing | HBB splicing reporter cell assay, activation; EGFP reporter with mutant IVS2-654 intron; response scale: normalised to 500 nM splice-correcting PNA | Potency, µM (highest dose often 46.1 µM), inactives show at the top dose activation, actives largely listed as activators | 65,000 tested, 0.06% active; further: potency means the concentration at half of the fitted maximal effect; 0% is about no effect
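Compounds were applied for 2 days to HeLa EGFP-654 cells, 500/well in Optimem with 2% FCS. The reporter's EGFP is disrupted by mis-splicing of beta-globin intron IVS2-654. Readout: summed well GFP fluorescence from 488 nm laser scanning; reference was 500 nM antisense […] 654 PNA.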
Pol III holo inh = qHTS Assay for Inhibitors of DNA Polymerase III Holoenzyme System. reconstituted DNA polymerase III holoenzyme replication, biochemical. Potency, µM (titrated, usually from 57.1 µM), for the others: at the top dose activity change, negative = inhibition. 71,000 tested, 0.25% active. AID 603, 2007; further: potency means the concentration at half of the fitted maximal effect; on the % scale 0 is the no-effect control and ±100 the full control effect
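Reconstituted *E. coli* holoenzyme (0.35 nM Pol III, 1 nM beta, 154 nM SSB, 2 nM primase) was preincubated with compound for 15 min at RT. Synthesis on 1.4 nM ssM13Gori ran 35 min, then was stopped with PicoGreen/EDTA and read as dsDNA fluorescence.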
Hsp90 Hop PPI = qHTS Assay for Disrupters of an Hsp90 Co-Chaperone Interaction; AlphaScreen TPR2A-His6 binding biotin-Hsp90 C-terminal peptide; AID 595, 2007; Hsp90 C-terminal peptide / TPR2A (Hop) interaction, human; 71,000 tested, 0.44% active; Potency, µM (series often up to 57 µM), for the others: at the top dose activity change, negative = inhibition; active means well fitted curve in either direction with a large enough effect; inconclusive means small, poorly fitted or top-dose-only effect, or another doubt; further: potency means the concentration at half of the fitted maximal effect; on the % scale 0 is the no-effect control and ±100 the full control effect; many of its hits are not listed in these tables
Fluorescein autfl = qHTS Assay for Spectroscopic Profiling in Fluorescein Spectral Region | Compound autofluorescence, 480/540 nm, fluorescein-equivalent; hits give high values | max fluorescein-equivalent concentration, M | 59,000 tested, 0.91% active | AID 593, 2007; in the data active means max fluorescein-equivalent concentration above about 10 nM; inconclusive means between about 1.1 nM and that limit
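Compounds (23 nL) in 100 mM Tris pH 8.0, 15 min at room temperature, then fluorescence read at 480 nm excitation/540 nm emission. Signal converted to fluorescein-equivalent concentration from an on-plate fluorescein standard curve.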
Rhodamine fluor = qHTS Assay for Spectroscopic Profiling in Rhodamine Spectral Region. AID 594, 2007. 59,000 tested, 0.05% active. Rhodamine-region fluorescence, 547/598 nm, Tris buffer; hits give high values. max dye-equivalent concentration, M; in the data active means max dye-equivalent concentration above about 11 nM; inconclusive means between about 1.1 nM and that limit
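Steps: pin-transfer compounds into pH 8.0 Tris (100 mM), hold 15 min at room temperature, image with a 547/598 nm filter pair, and convert intensities to rhodamine-equivalent concentration using a six-point on-plate rhodamine series.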
Texas Red fluor = qHTS Assay for Spectroscopic Profiling in Texas Red Spectral Region; Compound fluorescence, Texas Red channel, 547/618 nm; hits give high values; max dye-equivalent concentration, M; 59,000 tested, 0.06% active; AID 587, 2007; in the data active means max dye-equivalent concentration above about 10 nM; inconclusive means between about 1.1 nM and that limit
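Dye-equivalent concentrations come from scaling compound signal (ex 547, em 618 nm) to six Texas Red standard concentrations run on every plate, after 15 min room-temperature incubation in pH 8.0 Tris (100 mM).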
4MU fluor = qHTS Assay for Spectroscopic Profiling in 4-MU Spectral Region; AID 589, 2007; 59,000 tested, 11% active; max dye-equivalent concentration, M; compound autofluorescence, 340/450 nm, 4-MU equivalents; hits give high values; in the data active means max dye-equivalent concentration above about 10 nM; inconclusive means mostly about 1.1 nM to 9.6 nM
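Compounds in 100 mM Tris, pH 8.0, incubated 15 min at room temperature, then fluorescence read at 340 nm excitation/450 nm emission. Signal converted to 4-MU dye-equivalent concentration using an on-plate six-point 4-MU standard curve.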
HADH2 inh = qHTS Assay for Inhibitors of HADH2 (Hydroxyacyl-Coenzyme A Dehydrogenase, Type II); 73,000 tested, 3.4% active; Potency, µM (highest dose often 57.1 µM), for inactives: top-dose activity change, negative = inhibition, most hits filed as inhibitors; recombinant HADH2, NADH fluorescence, beta-hydroxybutyryl-CoA; 3-hydroxyacyl-CoA dehydrogenase type-2 (Homo sapiens), Q99714; further: potency means the concentration at half of the fitted maximal effect; on the % scale 0 is the no-effect control and ±100 the full control effect; nearly all actives have a fitted effect of over 60% in size; many of its hits are not listed in these tables
Target sequence (Q99714 whole entry, looked up, one chain of several): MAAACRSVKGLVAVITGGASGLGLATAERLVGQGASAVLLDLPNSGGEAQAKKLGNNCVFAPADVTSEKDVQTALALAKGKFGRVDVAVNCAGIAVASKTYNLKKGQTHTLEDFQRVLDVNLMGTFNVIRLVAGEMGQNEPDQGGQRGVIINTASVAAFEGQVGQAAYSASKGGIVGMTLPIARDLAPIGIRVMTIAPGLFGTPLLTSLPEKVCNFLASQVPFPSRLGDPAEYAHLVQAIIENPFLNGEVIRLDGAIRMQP
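Buffer 100 mM Tris-HCl pH 9.0/0.01% Tween-20; HADH2 20 nM; NAD+ 1 mM; beta-hydroxybutyryl-CoA 90 uM (all final). 15 min cpd preincubation, RT.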
Ub-GFP proteasome = Ubiquitin-GFP Assay; Potency, µM (doses to about 45.9 µM), inactives show at the highest dose activation (GFP accumulation), actives largely listed as activators; 67,000 tested, under 10 active; Ubiquitin-GFP reporter cells, proteasome inhibition, GFP fluorescence; response scale: untreated = 0%, 10 µM MG-132 = 100%; active means well fitted activation curve with a large enough effect, not every such curve was filed as active; inconclusive means small, poorly fitted or top-dose-only effect, or another doubt; inactive means no such curve, though single readings can be large or run the other way; further: potency means the concentration at half of the fitted maximal effect
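U2OS cells expressing ubiquitin(G76V)-GFP, seeded overnight in 0.5% FBS medium, then treated 4 hr at 37 C across 46 uM to 2.9 nM. GFP-positive cells counted by laser cytometry (488 ex/515 em); %activity scaled between basal and 10 uM MG-132.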
ALOX15 inhib = qHTS Assay for Inhibitors of 15-hLO (15-human lipoxygenase) | Polyunsaturated fatty acid lipoxygenase ALOX15 (Homo sapiens), P16050 | purified 15hLO-1, xylenol orange hydroperoxide absorbance | Potency, µM (highest dose often 57.1 µM), for inactives: top-dose activity change, negative = inhibition, most hits filed as inhibitors | 74,000 tested, 1.4% active | AID 887, 2007; further: potency means the concentration at half of the fitted maximal effect; on the % scale 0 is the no-effect control and ±100 the full control effect; nearly all actives have a fitted effect of over 55% in size
Target sequence (P16050 whole entry, looked up): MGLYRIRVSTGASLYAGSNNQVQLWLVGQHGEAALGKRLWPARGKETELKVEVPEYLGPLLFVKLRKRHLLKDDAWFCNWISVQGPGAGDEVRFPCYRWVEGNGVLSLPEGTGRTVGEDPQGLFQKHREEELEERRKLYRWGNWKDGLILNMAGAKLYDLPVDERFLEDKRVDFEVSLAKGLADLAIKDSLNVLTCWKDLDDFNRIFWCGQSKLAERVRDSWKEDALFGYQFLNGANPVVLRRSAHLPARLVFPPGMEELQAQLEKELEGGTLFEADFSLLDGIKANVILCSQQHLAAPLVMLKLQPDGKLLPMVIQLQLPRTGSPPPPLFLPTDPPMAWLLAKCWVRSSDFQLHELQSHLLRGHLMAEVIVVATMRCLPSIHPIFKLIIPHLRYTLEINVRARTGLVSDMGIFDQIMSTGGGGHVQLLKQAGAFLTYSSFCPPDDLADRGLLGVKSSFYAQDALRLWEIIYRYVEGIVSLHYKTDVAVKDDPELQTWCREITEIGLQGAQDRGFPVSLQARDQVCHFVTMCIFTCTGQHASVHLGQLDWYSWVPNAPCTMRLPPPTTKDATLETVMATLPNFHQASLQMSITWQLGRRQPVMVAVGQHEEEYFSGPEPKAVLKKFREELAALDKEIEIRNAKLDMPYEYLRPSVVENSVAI
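Purified human 15hLO-1 (40 nM final) in 25 mM Hepes pH 7.5, 0.01% Triton X-100 was preincubated with compound 15 min at room temperature, then reacted 6 min with 50 uM arachidonic acid; hydroperoxide detected by Fe-XO, 573/405 nm absorbance ratio.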
GFP derepression = qHTS Assay for Epigenetic Modulators; mouse C127i GFP locus derepression, cytometry, 30 h; Potency, µM (highest dose often 46.1 µM), for the others: at the highest dose GFP derepression (activation); 68,000 tested, 0.09% active; AID 597, 2007; further: % of control where 0% means no effect
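Murine C127i mammary cells carrying a silenced, stably integrated CMV-driven GFP reporter were treated with compound for 30 hours at 37 C. After PBS washes, GFP-positive cells were counted by laser-scanning microplate cytometry.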
* marks the source's active call; other numbers are inactive results; i = inactive; ? = inconclusive; nt = no result given; [ ] = dose if it differs, or a comment. Unless noted, the call rests on the fitted dose curve; in most records, active means well fitted curve in the direction sought with a large enough effect; inconclusive means small, poorly fitted or top-dose-only effect, or another doubt; inactive means no such curve, though single readings can be large; an effect the other way counts as inactive or inconclusive. The list is partial. The share of hits here may be higher or lower than overall.

compound	HBB splicing	Pol III holo inh	Hsp90 Hop PPI	Fluorescein autfl	Rhodamine fluor	Texas Red fluor	4MU fluor	HADH2 inh	Ub-GFP proteasome	ALOX15 inhib	GFP derepression
CCOC(=O)N1CCN(C(=O)CSc2nc3c(cnn3-c3ccc(C)cc3)c(=O)[nH]2)CC1	-0.1%	-2%	-3%	nt	nt	nt	nt	7%	9%	5%	nt
Cc1cc(=O)[nH]c(SCC(=O)N2CCC(C(N)=O)CC2)n1	1.2%	0%	0%	?	i	i	i	?	3%	-3%	2%
Cn1cnnc1SCC(=O)c1cc2ccccc2oc1=O	-1.6%	0%	-7%	?	i	i	?	?	-4%	?	3%
O=C(Nc1ccc(N2C(=O)C3C4C=CC(C4)C3C2=O)cc1)Nc1cccnc1 (stereo unspecified)	1.3%	2%	2%	?	i	i	i	8%	6%	2%	0%
O=C(CSc1nccn1-c1ccccc1)NCc1ccc2c(c1)OCO2	3.8%	-4%	-7%	i	i	i	i	1%	10%	-4%	2%
COc1cccc(-n2c(Cc3cc(=O)[nH]c(=O)[nH]3)nnc2SCC(=O)Nc2ccccc2)c1	-0.6%	-6%	1%[2.3 µM]	nt	nt	nt	nt	6%	11%	15%	nt
O=S1(=O)OC(c2ccc(O)cc2)(c2ccc(O)cc2)c2ccccc21	0.7%[9.22 µM]	-9%[11.4 µM]	-6%[11 µM]	?	i	i	i	-9%[11.4 µM]	1%[9.17 µM]	-9%[11.4 µM]	2%[9.22 µM]
N[C@H](Cc1cccc(-c2ccccc2CP(=O)(O)O)c1)C(=O)O	1.8%	-1%	-6%	?	i	i	i	-10%	-4%	18%	1%
O=C1Nc2ccccc2C12OCCS2 (stereo unspecified)	7.7%[0.369 µM]	-3%	0%	i	i	i	i	5%	3%	2%	0%
Cc1cc(CN2CCOCC2)c(O)c(C2(C)CCCCC2)c1	0.7%	-2%	2%	i	i	i	i	?	-2%	-1%	3%
CC(C)COC(=O)NCCOC(=O)Nc1cccc(Cl)c1	-0.1%	1%	1%	i	i	i	i	-4%	7%	-6%	5%
CCC(=O)c1cc(F)c(N2CCN(S(=O)(=O)c3ccccc3)CC2)cc1C	-2.4%[0.0738 µM]	-2%[11.4 µM]	14%[11 µM]	nt	nt	nt	nt	-1%[11.4 µM]	?	-4%[11.4 µM]	2%
COC(=O)c1[nH]c(C)c(/C(O)=C2\C(=O)C(=O)N(CCN(C)C)C2c2ccc(C)o2)c1C (stereo unspecified)	-1.6%[57.5 µM]	-5%	?	i	i	i	i	-14%	1%	-13%	0%
CC(=O)NC(CCS(C)(=O)=O)C(=O)Nc1nc(C)cs1 (stereo unspecified)	-1.6%[57.5 µM]	-4%	-1%	?	i	i	i	5%	0%	-2%	5%
COc1ccccc1-c1cc(C(F)(F)F)nc(S(=O)(=O)CCCC(=O)NC(C)C)n1	-0.9%	-6%	-9%	i	i	i	6.8e-08M*	-10%	-5%	-6%	?
COc1ccc(-c2cc(C(=O)NCc3cccs3)no2)cc1OC	-0.2%	-2%	-1%	nt	nt	nt	nt	i	0%	-13%	-5%
O=C(Nc1cccnc1)C1(F)C(F)(F)C(F)(F)C(F)(F)C(F)(F)C1(F)F	-1.2%	-4%	-3%	i	i	i	i	?	-1%	?	0%
Cn1c(=O)[nH]c(=O)c2c1nc(CN1CCOCC1)n2Cc1ccc(F)cc1	-1.4%	-4%	3%	nt	nt	nt	nt	-3%	1%	-3%	nt
CN(CCC(=O)O)S(=O)(=O)c1ccccc1	3.4%[9.22 µM]	6%[11.4 µM]	2%[11 µM]	i	i	i	i	-4%[11.4 µM]	10%[9.17 µM]	10%[11.4 µM]	-2%[9.22 µM]
CCN1CCN(CCCNC(=O)c2ccc3c(c2)NC(=O)c2ccccc2S3)CC1	0.2%	-6%	-4%	nt	nt	nt	nt	3%	5%	0%	0%
O=C(CN1CCN(c2ccc(F)cc2)CC1)NCC1CCCO1 (stereo unspecified)	-0.1%[57.5 µM]	-3%	-3%	?	i	i	i	7%	-2%	16%	-2%
CC1CCCC(C)N1CCCNC(=O)Cn1cc2c(n1)CCCC2 (stereo unspecified)	0.2%	4%	-2%	nt	nt	nt	nt	1%	6%	8%	-3%
Fc1ccc(Nc2ccnc(-c3ccc4c(c3)OCO4)n2)cc1	-0.8%	-6%	3%	?	i	i	i	20%	10%	?	2%[9.22 µM]
O=C(CNCC1CCCO1)Nc1ccccc1-n1cccc1 (stereo unspecified)	-6.1%	36%	-5%	?	i	?	i	-19%	2%	-12%	2%
Cc1ccc(S(=O)(=O)Nc2nc(C)cc(NCCN)n2)cc1	-5.3%[0.0738 µM]	4%[11.4 µM]	-3%[11 µM]	nt	nt	nt	nt	7%[11.4 µM]	-6%[9.17 µM]	-1%[11.4 µM]	-2%
Cc1oc(-c2ccccc2F)nc1CN1CCC(C(=O)NCc2cccnc2)CC1	-4.7%	2%	2%	?	i	?	i	6%	5%	-4%	0%
CCN1CCN(C(=O)c2ccc3c(=O)n(CCC4=CCCCC4)c(=O)[nH]c3c2)CC1	-1.5%	-2%	-3%	i	i	i	?	-8%	2%	-1%	-3%
O=C(CSc1nnnn1C1CCCCC1)NCc1cccc(C(=O)O)c1	0.5%	-2%	-5%	i	i	?	i	7%	-8%	2%	0%
CCCn1c2ccccc2c2nc3ccccc3nc21	-1.6%	-7%	?	i	i	?	?	4%	-6%	?	0%
CCCOc1ccc(OCCSc2ncccn2)cc1	0.1%	-8%	11%	?	i	i	9.9e-07M*	6%	-5%	-6%	3%
COc1ccc(C(=O)NCCn2cc(SCC(=O)NCc3ccco3)c3ccccc32)cc1	-1.6%	-6%	-9%	i	i	i	i	-15%	7%	-2%	-1%
Nc1ccc2nc(-c3ccc(Cl)cc3)[nH]c2c1	-0.2%	-8%	?	nt	nt	nt	nt	20µM*	3%	-12%	nt
C=CCn1c(SCc2c(C)noc2C)nc2cc(C(=O)O)ccc2c1=O	3.2%[57.5 µM]	4%	-5%	?	i	i	?	-3%	-3%	?	-2%
O=C1CC(=O)N(CCc2ccccc2)C(=O)N1CCc1ccccc1	2.8%	-7%	-9%	i	i	?	i	-11%	-2%	-14%	0%
O=C(C1CCC1)N(CCc1ccccc1)Cc1nc2ccccc2c(=O)[nH]1	-8.2%	3%	-3%	?	i	?	i	-8%	-3%	4%	0%
CCCOc1cccc(C2/C(=C(/O)c3ccc(F)cc3)C(=O)C(=O)N2CCN(C)C)c1 (stereo unspecified)	nt	nt	nt	?	i	i	i	nt	nt	nt	0%[20.6 µM]
CCOC(=O)c1ccc(CSc2ncn[nH]2)o1	nt	nt	nt	i	i	i	i	nt	nt	nt	2%[20.6 µM]
CCc1cccc(NC(=O)c2ccc(NS(=O)(=O)c3c(C)noc3C)cc2)c1	-0.4%	0%	-5%	i	i	i	i	-6%	0%	-6%	7%
NC(=O)CC(O)c1cccc(Cl)c1 (stereo unspecified)	4.4%	-10%	0%	?	i	i	i	12%	-3%	14%	3%
CCCC(=O)NC(C)C(c1cccs1)N1CCN(C)CC1 (stereo unspecified)	1.0%[0.369 µM]	-8%	-1%	?	i	i	?	11%	nt	-12%	4%
CCOC(=O)c1sc(NC(=O)C2CCCO2)c(C(=O)OC)c1C (stereo unspecified)	-0.6%	-9%	-7%	i	i	i	i	-1%	1%	-6%	0%
CCN1C(=O)C(C(=O)NC(C)c2ccccc2)C2CC1(C)Oc1ccccc12 (stereo unspecified)	nt	-9%	-2%	i	i	i	i	-2%	8%	-1%	-1%
O=C(C1CCN(S(=O)(=O)N2CCOCC2)CC1)N1CCN(c2ccccc2)CC1	0.2%	2%	0%	i	i	?	i	0%	-4%	-13%	-1%
CCOC(=O)c1snc(C(=O)NC2CCCCC2)c1N	-4.4%	-4%	22%	?	i	i	2.2e-07M*	-3%	3%	-8%	5%
CCSc1nnc(NC(=O)c2cc(C)on2)s1	5.1%	-1%	-4%	i	i	i	?	-2%	-1%	7%	3%
